Assay outcomes deposited in PubChem by National Center for Advancing Translational Sciences (NCATS).
TDP1 cell noCPT: qHTS for Inhibitors of human tyrosyl-DNA phosphodiesterase 1 (TDP1): qHTS in cells in absence of CPT. 420,000 tested, 15% active. DT40 Tdp1-/- hTDP1 cells, no CPT, ATP luminescence, 48 h. Potency, µM (highest dose often 46.2 µM), inactives show at the top dose activity change, negative = growth inhibition, hits mostly inhibitors; active = well fitted inhibition curve with a large enough effect; inconclusive = small, poorly fitted or top-dose-only effect; note: nearly all actives have a fitted effect of over 55% in size
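Readout: luminescence from CellTiter-Glo after 30 min in the dark at RT. Cells: DT40 Tdp1-/- with stable hTDP1, 400/well. Exposure: compounds alone, ≥48 hr, 37 °C.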
An asterisk follows results filed as active; ? = inconclusive. % is set by controls: 0 for no effect and ±100 for the full control effect; potency is the fitted concentration of half-maximal effect. An excerpt; rates above refer to the full screens.

Start of the listing, in advance (5 entries):
SMILES | TDP1 cell noCPT
Cc1ccc(N2CC(C(=O)Nc3cccc(C(=O)NC4CC4)c3)CC2=O)cc1 (configuration not stated) | 1%
COc1cc(C(=O)OCC(=O)Nc2ccccc2)cc2c1OCCO2 | ?
O=c1nc(Oc2ccccc2)nc2ncccn12 | ?
CC(C)C[C@H]1CNC(=S)N1CC1CCN(CCC23CC4CC(CC(C4)C2)C3)CC1 | 16µM*
C=C(C)c1sc(-c2ccc(Cl)cc2)nc1C | -26%

The listing (from the top)
SMILES | TDP1 cell noCPT
Cc1ccc(N2CC(C(=O)Nc3cccc(C(=O)NC4CC4)c3)CC2=O)cc1 (configuration not stated) | 1%
COc1cc(C(=O)OCC(=O)Nc2ccccc2)cc2c1OCCO2 | ?
O=c1nc(Oc2ccccc2)nc2ncccn12 | ?
CC(C)C[C@H]1CNC(=S)N1CC1CCN(CCC23CC4CC(CC(C4)C2)C3)CC1 | 16µM*
C=C(C)c1sc(-c2ccc(Cl)cc2)nc1C | -26%
CC(=O)Nc1ccc(C=NNC(=O)C2CC2)cc1 | 16%
N#CC1C(=O)NC(c2ccccc2)=CC1c1ccccc1 (configuration not stated) | -15%
COc1cc(C(O)c2nc(-c3cccc(C(=O)O)c3)cs2)ccc1F (configuration not stated) | 4%
C#CCN(C[C@H]1[C@H](OC(=O)NCc2ccccc2F)[C@H](OC(=O)NCc2ccccc2F)C[C@H]2C(=O)N(c3ccccc3)C(=O)[C@@H]12)S(=O)(=O)c1ccc(C)cc1 | ?
CCCC(=O)N1CCCC1(C)C(=O)NCc1c(F)ccc(C)c1F (configuration not stated) | -13%
C[N+](C)(C)CCNC(=O)c1ccccc1 | -4%
Cc1noc(C)c1NC(=O)N(C)C[C@H]1OCc2cnnn2CCCC(=O)N([C@H](C)CO)C[C@@H]1C | -4%
Cc1ccc(S(=O)(=O)N2CCN(c3nc(-c4ccc(CN5CCNCC5)s4)nc4ccccc34)CC2)cc1 | 22µM*
COc1ccc(C(C)=O)cc1Cn1c(C)c(C(=O)NCc2ccc(C(C)C)cc2)sc1=O | ?
Cc1nc(-[n+]2nc(-c3ccncc3)nn2-c2ccccc2)sc1C | 1.8µM*
CCOC(=O)C1=CCN(S(=O)(=O)c2ccc(C)cc2)C1c1cccc(Cl)c1 (configuration not stated) | 23µM*
CCCCn1nnnc1C(c1ccccc1)N1CCN(c2ccccc2OC)CC1 (configuration not stated) | 21µM*
CCCCN1C(=O)C(CC(=O)NC2CCCCC2)CC(C(=O)N2CCOCC2)=C1C (configuration not stated) | 8%
CCn1c(SC)nnc1-c1ccc(S(=O)(=O)N2CCCCC2)cc1 | -11%
C=CCOc1cccn2c(N(C)C(=O)c3ccc(OC)cc3)c(CC)nc12 | -22%
O=C(O)c1ccccc1-c1ccccc1C(=O)Nc1ccc2c(c1)oc(=O)c1ccccc12 | 13µM*
CC(C)C(=O)N1CCC1(C)C(=O)Nc1ccccc1OC(F)F (configuration not stated) | -1%
C=C[C@]1(C)C=C2C(=O)[C@@]3(O)OC(=O)[C@@]4(CCCC(C)(C)[C@H]34)[C@@]2(O)CC1 | 1.6µM*
CN(C)c1ccc(/C=C/c2ccnc3c(O)ccc(O)c23)cc1 | -12%
COc1ccc(CCNC(=O)CSc2nc3ccsc3c(=O)n2Cc2ccccn2)cc1OC | -3%

(continued)
SMILES | TDP1 cell noCPT
CC1NS(=O)(=O)c2cc([N+](=O)[O-])ccc21 (configuration not stated) | -22%
COc1ccc([N+](=O)[O-])cc1N(CC(O)CN1C(=O)NC(C)(C)C1=O)S(=O)(=O)c1ccc(C)cc1 (configuration not stated) | -23%
O=C(NCC1Cc2cccc(-c3cncnc3)c2O1)C1CC1 (configuration not stated) | -22%
Cc1ncc2c(c1CNC(=O)c1cncs1)CCN(C(=O)c1cccc(-c3cccc(F)c3)c1)C2 | -19%
COc1cccc(-c2c(C(=O)O)cc(O)c3ccc(OC)cc23)c1 | -10%
COc1ccc(NC(=O)c2cc(-c3cc(F)ccc3OC)n[nH]2)cc1OC | 23µM*
COCCNC(=O)c1cc2c(c(-c3cccc(C#Cc4ccc(OC)c(OC)c4)c3)n1)[C@@H](CCO)N(S(=O)C(C)(C)C)C2 (some centres not stated) | ?
CC(C)=N/N=C1/NC(=O)C(c2ccccc2)S1 (configuration not stated) | 16µM*
CCOC(=O)c1ccc(-n2c(CCC(=O)O)ccc2-c2ccc(Br)cc2)cc1 | ?
COc1ccc(-c2cc(C(=O)N/N=C/c3cccnc3)c3ccccc3n2)c(OC)c1 | ?
CCn1cc(CN2CCC(C(=O)Nc3ccc(Oc4ccccc4F)cc3)CC2)cn1 | 21µM*
NC(CCc1ccccc1)c1csc(Nc2cnccn2)n1 (configuration not stated) | 13µM*
CNc1ncnc2c1ncn2[C@H]1CN(Cc2cccnc2)C[C@@H](CO)O1 | -13%
COc1ccc(C(=O)NCC2Cc3c(F)ccc(-c4nc(C)cnc4C)c3O2)cc1F (configuration not stated) | -25%
COC(=O)[C@@H]1CCCN1C(=O)c1cc(NC(=O)C2CCC2)c2c(c1)nc(-c1ccncc1)n2C | -13%
CC(C)C[C@H](NC(=O)OCC1c2ccccc2-c2ccccc21)C(=O)O | -13%
CN1CCN(c2nc3cc(N4CCOCC4)ccc3s2)CC1 | ?
Cc1cc(C)cc(CC(=O)N2CCC2(C)C(=O)NS(=O)(=O)c2ccccc2Cl)c1 (configuration not stated) | 1%
Cn1nc(SCc2ccccc2)c(=O)n(C(c2ccccc2)c2ccccc2)c1=O | -29%
O=C(Nc1ccc(F)cc1)Nc1nnc([C@H]2C[C@H](O)[C@@H](CO)O2)s1 | -22%
Cc1cc(=O)n(CC(=O)NC(C)c2ccccc2)c2c1c(C)nn2C (configuration not stated) | 8.2µM*
COc1ccc(Br)cc1/C=N/Nc1ccc(S(=O)(=O)Nc2ccccc2C(=O)O)cc1[N+](=O)[O-] | -18%
O=C(CCn1c(=O)c2cccn2c2cccnc21)NCCCN1CCN(c2ccc(F)cc2)CC1 | ?
O=C1Cc2ccccc2C(=O)N1Nc1ccccc1 | ?
COc1ccc(CN(C)C[C@@H]2OCc3cnnn3CCCC(=O)N([C@@H](C)CO)C[C@H]2C)cc1 | -28%

Molecules shown so far that contain a COOH group:
SMILES | TDP1 cell noCPT
COc1cc(C(O)c2nc(-c3cccc(C(=O)O)c3)cs2)ccc1F (configuration not stated) | 4%
O=C(O)c1ccccc1-c1ccccc1C(=O)Nc1ccc2c(c1)oc(=O)c1ccccc12 | 13µM*
COc1cccc(-c2c(C(=O)O)cc(O)c3ccc(OC)cc23)c1 | -10%
CCOC(=O)c1ccc(-n2c(CCC(=O)O)ccc2-c2ccc(Br)cc2)cc1 | ?
CC(C)C[C@H](NC(=O)OCC1c2ccccc2-c2ccccc21)C(=O)O | -13%
COc1ccc(Br)cc1/C=N/Nc1ccc(S(=O)(=O)Nc2ccccc2C(=O)O)cc1[N+](=O)[O-] | -18%

Nothing new here: an excerpt of the list.
SMILES | TDP1 cell noCPT
O=C(Nc1ccc(F)cc1)Nc1nnc([C@H]2C[C@H](O)[C@@H](CO)O2)s1 | -22%
Cc1cc(=O)n(CC(=O)NC(C)c2ccccc2)c2c1c(C)nn2C (configuration not stated) | 8.2µM*
COc1ccc(Br)cc1/C=N/Nc1ccc(S(=O)(=O)Nc2ccccc2C(=O)O)cc1[N+](=O)[O-] | -18%

The list goes on.
SMILES | TDP1 cell noCPT
CN(C)CCNc1nccc(N2CCN(C)CC2)n1 | -10%
CSc1ncccc1C(=O)N1CCC1(C)C(=O)NC(C)C (configuration not stated) | -1%
COC(=O)C1=C(C(=O)OC)[C@]2([C@@H]3CC=CCN[C@@H](Cc4ccccc4)C(=O)N3Cc3ccccc3)C=C[C@H]1O2 | 12µM*
Cc1ccccc1CNC(=O)c1ccc2sc([C@H]3C[C@H](O)[C@@H](CO)O3)nc2c1 | ?
Cc1c(NC(=O)c2nn(C)c(=O)c3ccccc23)c(=O)n(-c2ccccc2)n1C | -13%
COc1cccc(C2(CC(=O)N3CCCCC3CO)CC(=O)N(C)C2=O)c1 (configuration not stated) | -8%
CN1CCc2c(sc3c2c(=O)n(-c2ccccc2)c2nnc(SCc4ccc(F)cc4)n32)C1 | -1%
Cc1nn(-c2ccccc2)c(C)c1NC(=O)COc1ccccc1C#N | -25%
CS(=O)(=O)N1CCCCC1c1cc(C(=O)NCc2ccccc2)no1 (configuration not stated) | 5%
CSc1ccc(Cn2c(C)c(C(=O)NCc3cccc(Cl)c3)sc2=O)cc1 | ?
Cc1c(NS(=O)(=O)c2cc(C(=O)Nc3ccc(F)cc3Cl)ccc2Cl)c(=O)n(-c2ccccc2)n1C | -8%
CCN(CC)C(=O)Cn1cc(S(=O)(=O)CC(=O)Nc2ccc(F)cc2)c2ccccc21 | -13%
COC(=O)C[C@H]1C=C[C@H](NC(=O)C2CCOCC2)[C@@H](CO)O1 | 3%
Cc1ccccc1N=C1Nc2ccc(Cl)cc2N[C@]12C[C@H]1CCCC(=O)N3CC[C@@H](C2)[C@@H]13 | ?
CCNc1ncnc2[nH]ncc12 | -1%
CCc1c(Cl)nc(N)nc1Nc1ccccc1Cl | -19%
CN(Cc1ccon1)C(=O)c1cnn(-c2nccc(-c3ccc4c(c3)OCO4)n2)c1C1CC1 | -15%
CCOC(=O)C1=CCC(c2ccc(N(CC)CC)cc2)N(S(=O)(=O)c2ccc(C)cc2)C1c1ccc([N+](=O)[O-])cc1 (configuration not stated) | 6.5µM*
Cc1ccc(S(=O)(=O)N2CCC(=O)N([C@H](CO)Cc3ccccc3)CC2)cc1 | -24%
COc1ccc(-c2nn(-c3ccccc3)cc2/C=C/C(=O)N(C)CC(=O)Nc2cccc(F)c2)cc1OC | ?
Cc1cnc(SCc2ccccn2)nc1C1CCCN(C(=O)c2noc3c2CCCC3)C1 (configuration not stated) | 15µM*
Fc1ccc(Nc2cncc(-c3ccsc3)c2)cc1Cl | 18µM*
CC1(C(=O)Nc2cccc3c2CCCC3)CCN1C(=O)C1(c2ccc(Cl)cc2)CC1 (configuration not stated) | ?
CCOC(=O)[C@]12CCC=C1N(Cc1ccccc1)C(=O)[C@H](CC(=O)NCc1ccc(C)o1)C2 | -18%
COc1cccc(-c2cccc(-c3nc(C(=O)NCc4ccc5c(c4)OCO5)cc4c3[C@H](CCO)N(S(=O)C(C)(C)C)C4)c2)c1 (some centres not stated) | ?

Further entries.
SMILES | TDP1 cell noCPT
C=C[C@H]1[C@H](OC2OC(CO)C(O)C(O)C2O)OC=C(C(=O)OC)[C@H]1C[C@H]1CC(=O)C[C@H](CC(=O)CCc2ccc(O)cc2)O1 (some centres not stated) | -7%
NC(c1csc(Nc2cc(NCCCO)ncn2)n1)c1ccccc1Cl (configuration not stated) | ?
COc1ccc(N2CCN(C(=O)CSc3ncnc4scc(-c5ccc(C)cc5)c34)CC2)cc1 | 16µM*
COc1ccccc1CNc1nc(Nc2cccc(-c3cnco3)c2)c2sccc2n1 | 21µM*
Cc1nc(C(F)(F)F)ccc1C(=O)N1CCC1(C)C(=O)NCc1cccs1 (configuration not stated) | -8%
O=Cc1cc2ccccc2cc1O | -26%
CCc1ccc(S(=O)(=O)NCc2ccc(C(=O)NCCN(Cc3ccccc3)C(C)C)cc2)cc1 | 13µM*
O=S(=O)(c1ccccc1)N1CCN(S(=O)(=O)c2ccccc2)c2ccccc21 | ?
Nc1nc(SCC(=O)N2N=C3/C(=C\c4ccco4)CCCC3C2c2ccco2)n[nH]1 (configuration not stated) | ?
CCCCNC(=O)C1(C)CCC(=O)N1CCOc1ccccc1 (configuration not stated) | 1%
CCOc1ccccc1-c1ccc2nccn2c1 | ?
COc1cc(CN2CC(C)OC(C)C2)cc(OC)c1 (configuration not stated) | -16%
CCOC(=O)C1=NOC2(C1)C(=O)Nc1c(Cl)cccc12 (configuration not stated) | -9%
COc1ccc(CN2C(=O)C(CC(=O)NC3CC3)CC(C(=O)N(C)C)=C2C)cc1 (configuration not stated) | -6%
CN(C)CCCn1c(=O)n(C2CCCCC2)c(=O)c2c3c(sc21)CCCCC3 | -24%
CC(=O)N1CCOc2ccc(S(=O)(=O)NC[C@H]3O[C@@H](n4ccc(=O)[nH]c4=O)[C@H](O)[C@@H]3O)cc21 | 0%
COc1ccc(C2/C(=C(/O)c3ccc4c(c3)CC(C)O4)C(=O)C(=O)N2CCCn2ccnc2)cc1OC (configuration not stated) | 19%
Cc1noc(C)c1COC(=O)c1csc2c1CCC(C)C2 (configuration not stated) | -25%
CCCCc1c(-c2ccccc2OC)ncn1Cc1ccc(-c2ccccc2)cc1 | 21µM*
COc1cc2c[n+](C)c3c4ccccc4ccc3c2cc1OC | 1.5µM*
CCOC(=O)[C@]12CCC=C1N(Cc1ccc3c(c1)OCO3)C(=O)[C@H](CC(=O)N1CCOCC1)C2 | -3%
COc1cccc(C(C)(O)c2nc(-c3ccc(N(C)C)cc3)cs2)c1 (configuration not stated) | 21µM*
COC(=O)[C@@H]1CCCN1Cc1ccc2c(c1)CN(Cc1ccc(OC)c(C)c1)CCO2 | -11%
CC(=O)Nc1cccc(-c2ccnc3c2CC(C)(C(=O)NCc2ccccc2)O3)c1 (configuration not stated) | 0.92µM*
COc1ccc(C#Cc2cccc(-c3nc(C(=O)N4CCN(C)CC4)cc4c3[C@H](CCO)N(S(=O)C(C)(C)C)C4)c2)cc1OC (some centres not stated) | -21%
Cc1ccc(S(=O)(=O)N2CC3C(=O)CC(c4ccccc4)N(S(=O)(=O)c4ccc(C)cc4)C3CC2c2cccc(Cl)c2)cc1 (configuration not stated) | -7%
C/C=C/c1cc(OC)c2c(c1)[C@H](C)[C@@H](c1ccc(O)c(OC)c1)O2 | ?
CN(C)c1ccc(CNc2nc3cc(-c4ccc(F)cc4)sc3c(=O)n2C)cc1 | ?
CCOc1ccc2c(c1)OC1(CCC(C)C1)CC2=O (configuration not stated) | -18%
CC[C@@H](NC(=O)[C@@H](Cc1ccccc1)NC(=O)CC[C@H]1O[C@@H](n2ccc(=O)[nH]c2=O)[C@H](O)[C@@H]1O)c1ccccc1 | 9%
